Compound activity (PubChem BioAssay)
Glioma ERSR ind = induces the endoplasmic reticulum stress response in human glioma cells. Potency, µM, for the others: at the top dose activation, most hits filed as activators. actives 0.02% (n = 420,000). U87-MG GRP78 promoter luciferase reporter, 16 h; note: potency is the fitted concentration of half-maximal effect; series mostly up to about 76 µM; % of control where 0% means no effect; nearly all actives have a fitted effect of over 35% in size
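Stably transfected U87-MG human glioma cells carrying a GRP78-based luminescent sensor were seeded at 1000 cells/well, pin-dosed with compounds and incubated 16 h. Luciferase reagent was then added, and end-point luminescence was read after 10 min at room temperature.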
APE1 inh = APE1 (human) endonuclease inhibition; P27695; recombinant APE1, TAMRA/BHQ-2 abasic DNA cleavage fluorescence; Potency, µM (highest dose often 65.8 µM), for inactives: at the highest dose activity change, negative = inhibition, hits mostly inhibitors; actives 0.35% (n = 350,000); AID 2517;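 note: potency is the fitted concentration of half-maximal effect; plate controls were vehicle for no effect and reference inhibitor for full effect; nearly all actives have a fitted effect of over 55% in size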
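Step 1: APE1 (0.75 nM) with compound, 15 min RT. Step 2: add 50 nM fluorophore/quencher THF duplex. Step 3: three fluorescence reads 60 s apart (525/598 nm); read 3 minus read 1 = reaction progress.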
POLB inh = inhibitors of human DNA polymerase beta; Potency, µM (top dose mostly 114 µM), without a hit: top-dose activity change, negative = inhibition, actives largely listed as inhibitors; AID 485314; Pol beta primer extension/strand displacement, fluorescence kinetic; actives 1.3% (n = 340,000); note: potency is the fitted concentration of half-maximal effect; % is set by controls: 0 for no effect and ±100 for the full control effect
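Values derive from four-parameter Hill fits of normalized kinetic data: reads at 0 and 10 min following addition of 50 nM substrate to 10 nM Pol beta preincubated 15 min with compound.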
BLM inh = Bloom syndrome helicase (human) inhibition; recombinant BLM DNA unwinding, fluorescence dequenching; AID 2528; Potency, µM (highest dose often 56.1 µM), for the others: at the top dose activity change, negative = inhibition, usual class: inhibitors; actives 0.2% (n = 350,000);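 note: potency is the fitted concentration of half-maximal effect; plate controls were vehicle for no effect and no enzyme for full effect; nearly all actives have a fitted effect of over 35% in size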
Target sequence (P54132 whole entry, looked up): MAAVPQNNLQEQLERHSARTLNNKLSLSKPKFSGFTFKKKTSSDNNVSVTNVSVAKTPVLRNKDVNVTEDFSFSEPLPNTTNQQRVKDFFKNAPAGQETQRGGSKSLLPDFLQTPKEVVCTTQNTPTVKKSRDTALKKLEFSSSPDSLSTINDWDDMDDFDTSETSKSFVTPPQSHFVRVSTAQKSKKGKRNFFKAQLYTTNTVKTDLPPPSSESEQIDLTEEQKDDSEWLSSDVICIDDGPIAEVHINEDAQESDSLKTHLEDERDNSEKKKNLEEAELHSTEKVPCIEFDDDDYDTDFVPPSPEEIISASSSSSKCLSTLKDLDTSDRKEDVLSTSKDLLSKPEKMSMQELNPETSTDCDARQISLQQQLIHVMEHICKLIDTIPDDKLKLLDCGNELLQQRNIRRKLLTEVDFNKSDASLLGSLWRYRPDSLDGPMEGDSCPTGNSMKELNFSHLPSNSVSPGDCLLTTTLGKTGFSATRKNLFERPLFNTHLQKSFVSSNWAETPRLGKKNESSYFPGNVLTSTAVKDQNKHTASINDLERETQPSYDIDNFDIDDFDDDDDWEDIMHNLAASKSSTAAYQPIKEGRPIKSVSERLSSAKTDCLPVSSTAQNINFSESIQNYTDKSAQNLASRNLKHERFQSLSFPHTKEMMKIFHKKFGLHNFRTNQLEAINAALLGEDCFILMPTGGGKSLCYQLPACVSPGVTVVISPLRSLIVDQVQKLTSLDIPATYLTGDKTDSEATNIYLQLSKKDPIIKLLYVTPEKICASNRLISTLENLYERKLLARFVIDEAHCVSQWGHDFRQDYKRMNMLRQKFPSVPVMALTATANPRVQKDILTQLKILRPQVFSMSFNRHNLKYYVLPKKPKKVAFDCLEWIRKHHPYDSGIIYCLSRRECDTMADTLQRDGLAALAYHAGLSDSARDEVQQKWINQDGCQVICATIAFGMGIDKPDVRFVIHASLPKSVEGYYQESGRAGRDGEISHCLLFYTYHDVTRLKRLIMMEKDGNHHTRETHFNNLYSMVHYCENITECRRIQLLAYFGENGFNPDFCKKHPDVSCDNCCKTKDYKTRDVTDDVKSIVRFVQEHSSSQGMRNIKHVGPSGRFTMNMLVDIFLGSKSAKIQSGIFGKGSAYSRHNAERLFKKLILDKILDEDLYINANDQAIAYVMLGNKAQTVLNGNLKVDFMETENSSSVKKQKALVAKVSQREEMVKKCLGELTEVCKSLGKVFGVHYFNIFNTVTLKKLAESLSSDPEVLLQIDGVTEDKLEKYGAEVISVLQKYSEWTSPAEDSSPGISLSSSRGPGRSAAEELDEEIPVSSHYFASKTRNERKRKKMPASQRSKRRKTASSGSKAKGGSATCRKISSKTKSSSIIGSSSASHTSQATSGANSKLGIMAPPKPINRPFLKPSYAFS
POLI inh = inhibitors of human DNA polymerase iota; AID 588590; Potency, µM (top dose mostly 115 µM), for inactives: at the top dose activity, negative = inhibition, usual class: inhibitors; Pol iota fluorescent replication assay, 10 min; actives 1% (n = 390,000); note: potency is the fitted concentration of half-maximal effect
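Pol iota at 10 nM preincubated 15 min with compounds at room temperature; reaction started with fluorescent substrate, 50 nM final. Fluorescence read kinetically at 0 and 10 min; buffer-only wells as negative control.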
POLK inh = inhibitors of human DNA polymerase kappa; Potency, µM (titrated, usually from 107 µM), without a hit: at the highest dose activity, negative = inhibition, hits mostly inhibitors; AID 588579; purified Pol kappa, fluorescent DNA synthesis assay, 10 min; Q9UBT6; actives 0.53% (n = 400,000); note: potency is the fitted concentration of half-maximal effect; % is set by controls: 0 for no effect and ±100 for the full control effect
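Pol kappa 10 nM + cpd, 15 min RT; start w/ substrate 50 nM final; fluorescence kinetic read, 0 and 10 min. Neg ctrl: buffer, no enzyme.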
LDHA inh = inhibitors of human lactate dehydrogenase A | purified LDHA, NADH/diaphorase-resazurin fluorescence; active compounds read low | actives 0.15% (n = 480,000) | activity change, % (values are at about 110 or 230 µM); in the data active = activity change below about -30%; inconclusive = mostly about -25% to -30%;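 note: plate controls were DMSO wells for no effect and wells without enzyme for full effect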
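Human LDH5 (2 nM) was incubated with 0.06 mM NADH and 0.2 mM pyruvate for 5 min at room temperature in Tris pH 7.4. Remaining NADH was coupled through diaphorase/resazurin, and resorufin fluorescence was read at 0 and 20 min.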
Pol eta inh = DNA polymerase eta (human) inhibition; recombinant Pol eta, fluorescent DNA replication assay; Q9Y253; Potency, µM (series often up to 114 µM), without a hit: at the top dose activity change, negative = inhibition, hits mostly inhibitors; actives 1.2% (n = 390,000); note: potency is the fitted concentration of half-maximal effect; % is set by controls: 0 for no effect and ±100 for the full control effect
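Fluorescent replication assay: 50 nM final substrate added after a 15 min room-temperature compound preincubation with 10 nM enzyme. Signal taken at 0 min and again at 10 min.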
Apoferritin bind = candidate novel general anesthetic via apoferritin binding; apoferritin/1-aminoanthracene competitive binding, fluorescence; actives 0.074% (n = 350,000); AID 485281; Potency, µM (top dose mostly 77.5 µM), for the others: at the highest dose activity change, negative = displacement, most hits filed as inhibitors; note: potency is the fitted concentration of half-maximal effect; % is set by controls: 0 for no effect and ±100 for the full control effect; nearly all actives have a fitted effect of over 20% in size
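In PBS, apoferritin at 10 uM is loaded with 1-AMA from a 50% saturated solution. After 10 min of compound exposure at ambient temperature, reduced 535 nm fluorescence indicates probe displacement.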
Starred values were filed as active, the others as inactive; ? = inconclusive; nt = not tested or not shown; & = joins results of further samples; [ ] = dose if it differs, or a comment. Unless noted, calls come from the whole dose curve; as a rule, active = well fitted curve in the direction sought with a large enough effect; inconclusive = small, poorly fitted or top-dose-only effect, or another doubt; inactive = no such curve, though single readings can be large; an effect the other way counts as inactive or inconclusive. Some of the compounds tested. The share of hits here may be higher or lower than overall.

The first 2 compounds, ahead of the listing:
SMILES	Glioma ERSR ind	APE1 inh	POLB inh	BLM inh	POLI inh	POLK inh	LDHA inh	Pol eta inh	Apoferritin bind
CC(C)c1ccccc1NC(=O)Cn1c(-c2ccccc2Cl)nc2ccccc21	-4%	?	25%	-3%	25%	3%	5	-13%	-4%
Cc1ccc2nsnc2c1S(=O)(=O)N(Cc1ccco1)Cc1cc2cccc(C)c2[nH]c1=O	-5%	-5%	37%	1%	-6%[58.9 µM]	-12%	-2	-18%	-17%

Results, previewed entries included:
SMILES	Glioma ERSR ind	APE1 inh	POLB inh	BLM inh	POLI inh	POLK inh	LDHA inh	Pol eta inh	Apoferritin bind
CC(C)c1ccccc1NC(=O)Cn1c(-c2ccccc2Cl)nc2ccccc21	-4%	?	25%	-3%	25%	3%	5	-13%	-4%
Cc1ccc2nsnc2c1S(=O)(=O)N(Cc1ccco1)Cc1cc2cccc(C)c2[nH]c1=O	-5%	-5%	37%	1%	-6%[58.9 µM]	-12%	-2	-18%	-17%
N#CCC(=O)Nc1ccc(C(=O)OC(C(=O)Nc2ccc([N+](=O)[O-])cc2Br)c2ccccc2)cc1 (stereo unspecified)	-3%	nt	nt	nt	-11%	-20%	-4	-12%	nt
CN(CC(=O)O/N=C(\N)c1ccccn1)S(=O)(=O)c1ccc(Br)cc1	-3%	9%	0%	0%	-12%	-6%	2	0%	5%
COC(=O)Nc1ccc(S(=O)(=O)N2CCCC(C(=O)NCC3CCCO3)C2)cc1 (stereo unspecified)	-2%	18%	nt	nt	-21%	-2%	-6	-5%	nt
C/C(=N\NC(=O)c1c(Cl)c(C)nn1C)c1cccc(NC(=O)COc2ccccc2)c1	-6%	12%	13%	0%	-22%	0%	-10	4%	-24%
CCCOc1ccc(C(O)CCNC(CC(=O)O)c2ccccc2)cc1 (stereo unspecified)	1%	5%	5%	6%	10%	-15%	-6	-9%	1%
O=C(O)c1ccc(NC(=O)c2ccc3c(c2)C(=O)N(CC2CCCO2)C3=O)cc1 (stereo unspecified)	-5%	39%	-21%	-2%	-1%	-4%	-5	-10%	-4%
COc1ccccc1NS(=O)(=O)c1ccc2oc(N)nc2c1	-4%	-6%	5%	-2%	24%	0%	-4	-6%	-6%
COC(=O)Cn1c(=NC(=O)C2COc3ccccc3O2)sc2cc(S(N)(=O)=O)ccc21 (stereo unspecified)	-4%	-6%	26%	-4%	14%	1%	1	-2%	-17%
CN(CC(=O)Nc1ccc2c(c1)OCO2)S(=O)(=O)c1ccc(F)cc1	4%	5%[12.4 µM]	0%	-2%	39%[activator]	-12%	-4	-2%	-4%
CC(=O)Nc1ccc(N2CCN(C(=O)c3cccs3)CC2)cc1	-3%	0%	2%	2%	-4%	0%	1	-9%	-9%
CCOC(=O)c1ccc(NC(=O)C(=O)NCC2(c3ccc(OC)cc3)CCOCC2)cc1	-1%	0%	2%	-3%	8%	-15%	-2	0%	11%
COC(=O)c1cccc(NC(=O)CCc2cc(OC)c(OC)c(OC)c2)c1	-6%	4%	2%	7%	33%	-2%	1	-16%	-3%
CCN(CC(=O)Nc1ccc2c(c1)OCCO2)Cc1cc(=O)oc2c(C)c(C)ccc12	-1%	-4%	7%	2%	25%	0%	7&-4	-8%	?
CCOC(=O)c1nc(Nc2ccccc2)c2ccccc2n1	-3%	3%	8%	0%	4%	2%	-4	-6%	-7%
Cc1[nH]n(-c2ccccc2)c(=O)c1C=NCc1ccncc1	1%	0%	9%	-2%	47%[activator]	1%	-3	-18%	-4%
CC(C)n1nc(C(=O)Nc2ccc(-n3cnnn3)cc2)c2ccccc2c1=O	-5%	8%	nt	nt	-7%	1%	-6	-8%	nt
CN1CCN(Cc2c(O)ccc3occ(C(=O)c4ccccc4)c23)CC1	1%	1%	11%	-5%	28%	-6%	0	-9%	-6%
O=C(NCC(O)c1ccccc1)c1cccc(S(=O)(=O)N2CCOCC2)c1 (stereo unspecified)	7%	-4%	2%	0%	0%	-17%	-3	-10%	-6%
CCOC(=O)C1=C(C)N(CCCC(=O)O)C(=O)NC1c1ccccc1 (stereo unspecified)	-2%	nt	nt	nt	13%	-9%	-13	-6%	nt
CC(Cc1ccccc1)C(=O)N1CCN(C)CC1 (stereo unspecified)	-3%	-1%&-3%	2%	3%&4%	15%	10%	5	-7%	2%&7%
Cc1ccc(-c2nc3ccc(Cl)cn3c2Nc2ccc3c(c2)OCCO3)o1	nt	nt	-3%	-1%	-10%	-4%	-4	nt	-5%
O=C(NC1CCC1)C1CCC(=O)N(Cc2cccc(F)c2)C1 (stereo unspecified)	0%	3%	20%	1%	7%	7%	0	-19%	-5%
CCc1ccccc1NC(=O)CCn1nc(C)c2c(C)n(-c3ccccc3)nc2c1=O	-1%	nt	5%	-7%	-3%	11%	-6	5%	2%

Random excerpt: 4 compounds from above.
SMILES	Glioma ERSR ind	APE1 inh	POLB inh	BLM inh	POLI inh	POLK inh	LDHA inh	Pol eta inh	Apoferritin bind
COC(=O)c1cccc(NC(=O)CCc2cc(OC)c(OC)c(OC)c2)c1	-6%	4%	2%	7%	33%	-2%	1	-16%	-3%
CN(CC(=O)Nc1ccc2c(c1)OCO2)S(=O)(=O)c1ccc(F)cc1	4%	5%[12.4 µM]	0%	-2%	39%[activator]	-12%	-4	-2%	-4%
CN(CC(=O)O/N=C(\N)c1ccccn1)S(=O)(=O)c1ccc(Br)cc1	-3%	9%	0%	0%	-12%	-6%	2	0%	5%
CC(=O)Nc1ccc(N2CCN(C(=O)c3cccs3)CC2)cc1	-3%	0%	2%	2%	-4%	0%	1	-9%	-9%

Following part
SMILES	Glioma ERSR ind	APE1 inh	POLB inh	BLM inh	POLI inh	POLK inh	LDHA inh	Pol eta inh	Apoferritin bind
CN(C)C(=O)c1ccc(-c2ccc3ncnc(N4CCOCC4)c3c2)cc1	0%	11%	nt	2%	nt	12%[60.1 µM]	nt	nt	nt
COc1ccccc1CC(=O)NC12CC3CC(CC(C3)C1)C2	0%	29%	13%	-4%	29%	-1%	-11	-11%	?
CC(=O)CCC(=O)NCCc1ccccc1F	7%	-2%	-10%	-1%	-2%	5%	-4	-8%	-5%
CC(C)(C)NC(=O)CN1C(=O)/C(=C/c2ccccc2)SC1=S	-4%	10%	22%	-7%	27%	-3%	0	-2%	-8%
CCn1c(SCC(N)=O)nnc1C(C)C	-4%	4%	3%	-5%	38%[activator]	0%	-1	-5%	-13%
Cc1nc2sc3c(O)cc(=O)[nH]c3c2c(C)c1C	?	-4%	-8%	1%	3%	-6%	-2	0%	2%
Cc1ccc(NC(=O)c2cccc(Cl)c2)nc1	2%	2%	21%	-2%	10%	-2%	-5	-2%	-13%
COc1ccc(S(=O)(=O)NCCN2CCOCC2)c(C)c1C	-4%	-2%	37%	-4%	29%	3%	-4	-4%	-5%
N#CC(Cc1ccc(OC(F)F)cc1)c1nc2ccccc2[nH]1 (stereo unspecified)	6%	1%	8%	-8%	0%	0%	-3	-15%	-9%
CCC(=O)N1CCc2cc(S(=O)(=O)NCCC(=O)Nc3cccc(C)c3C)ccc21	-2%	nt	-4%	1%	26%	-12%	-3	-11%	1%
O=C(Cn1cc(S(=O)(=O)c2ccc(Cl)cc2)c(=O)c2ccccc21)Nc1ccc2c(c1)OCO2	-7%	nt	12%	-8%	11%	-15%	-3	-3%	-6%
COc1ccccc1C(=O)Nc1c(C(=O)N(C)Cc2ccccc2)sc2nc(C)c(Cl)c(C)c12	nt	nt	-7%	-7%	?	-11%	1	nt	-8%
O=C(CN1CCN(c2ccccn2)CC1)Nc1ccc(F)cc1	-4%	11%	27%	-4%	0%	-7%	?	-12%	-7%
Cc1ccc(C)c(NS(=O)(=O)c2c(C)nn(C)c2C)c1	-7%	1%	23%	-2%	2%	-18%	3	5%	?
O=C(C1CCCN(S(=O)(=O)c2cccnc2)C1)N1CCn2c1nc1ccccc12 (stereo unspecified)	8%	3%	11%	4%	19%	-27%	0	-8%	8%
CNC(=O)Nc1ccc(C2SCCS2)cc1	4%	3%	?	-2%	?	-13%	-14	-6%	-22%
COc1ccccc1NC(=O)CN(C)S(=O)(=O)c1cc(C)ccc1OC	-3%	?	0%	-3%	-6%	-12%	-4	-12%	-9%
COc1cc(C(=O)OCC(=O)Nc2ccccc2C(=O)NC2CC2)c([N+](=O)[O-])cc1OC	3%	15%	nt	nt	-9%	-12%	1	-6%	nt
COc1ccccc1N1CCN(CC2CN3C(=O)N(C)c4ccccc4C3=N2)CC1 (stereo unspecified)	-1%	-1%	nt	nt	nt	0%[19.4 µM]	nt	nt	-2%
COc1cc(OC)cc(C(=O)Nc2cccc3ccccc23)c1	-2%	42%	-20%	-2%	17%	-8%	-2	-20%	-15%
CCC(C)Sc1nc(C)nc2c1c(=O)n(C)c(=O)n2C (stereo unspecified)	-4%	-2%	13%	4%	9%	-9%	-3	-10%	-8%
COc1ccccc1-c1nnc(SC(C)C(=O)O)n1-c1ccccc1 (stereo unspecified)	-4%	-4%	-24%	-1%	6%	-3%	4	-15%	0%

5 of the entries above in order of their number in POLI inh, ascending.
SMILES,APE1 inh,BLM inh,POLI inh,POLK inh,LDHA inh,Pol eta inh,Apoferritin bind
O=C(CN1CCN(c2ccccn2)CC1)Nc1ccc(F)cc1,11%,-4%,0%,-7%,?,-12%,-7%
CCC(C)Sc1nc(C)nc2c1c(=O)n(C)c(=O)n2C (stereo unspecified),-2%,4%,9%,-9%,-3,-10%,-8%
O=C(C1CCCN(S(=O)(=O)c2cccnc2)C1)N1CCn2c1nc1ccccc12 (stereo unspecified),3%,4%,19%,-27%,0,-8%,8%
CCC(=O)N1CCc2cc(S(=O)(=O)NCCC(=O)Nc3cccc(C)c3C)ccc21,nt,1%,26%,-12%,-3,-11%,1%
COc1ccc(S(=O)(=O)NCCN2CCOCC2)c(C)c1C,-2%,-4%,29%,3%,-4,-4%,-5%
